# High-throughput results (PubChem BioAssay)
# PREPL inh = inhibitors of human prolyl oligopeptidase-like enzyme PREPL; Q4J6C6; recombinant PREPL, fluorescence polarization activity-based probe; inhibition, % at 5.96 µM; actives 0.68% (n = 320,000); AID 2751; in the data active = inhibition above about 43%;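 also: 0% = enzyme with DMSO and 100% = wells lacking enzyme; many of its hits are not listed in these tables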
# Target sequence (Q4J6C6 whole entry, looked up): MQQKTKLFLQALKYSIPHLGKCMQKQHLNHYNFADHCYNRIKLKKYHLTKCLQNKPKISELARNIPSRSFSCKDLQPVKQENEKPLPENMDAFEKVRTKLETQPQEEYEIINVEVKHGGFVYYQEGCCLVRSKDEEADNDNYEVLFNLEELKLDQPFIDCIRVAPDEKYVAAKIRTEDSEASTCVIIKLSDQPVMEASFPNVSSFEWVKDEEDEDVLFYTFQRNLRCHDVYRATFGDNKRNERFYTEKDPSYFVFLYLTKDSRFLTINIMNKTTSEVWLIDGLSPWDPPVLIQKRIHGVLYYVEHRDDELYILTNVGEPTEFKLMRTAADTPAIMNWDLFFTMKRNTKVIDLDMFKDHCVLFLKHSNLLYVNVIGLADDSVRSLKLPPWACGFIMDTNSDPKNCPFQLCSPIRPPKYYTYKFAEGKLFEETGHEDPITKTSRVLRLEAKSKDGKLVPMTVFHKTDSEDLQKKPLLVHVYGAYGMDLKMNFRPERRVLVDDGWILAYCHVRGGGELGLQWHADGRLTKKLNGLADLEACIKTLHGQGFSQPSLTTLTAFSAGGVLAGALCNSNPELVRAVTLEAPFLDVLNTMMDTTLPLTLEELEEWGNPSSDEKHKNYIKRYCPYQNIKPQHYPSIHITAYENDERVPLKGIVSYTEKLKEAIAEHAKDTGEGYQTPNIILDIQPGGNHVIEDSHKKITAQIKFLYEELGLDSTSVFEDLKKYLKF
# PAFAH1B3 FP inh = PAFAH1B3 (human) inhibition. inhibition, % at 3.39 µM. actives 0.28% (n = 340,000). recombinant PAFAH1B3, FP-rhodamine probe, fluorescence polarization;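 active = inhibition above the screen-wide average of all tested compounds plus 3 SD, cut at about 25% in these data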;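 also: 0% = enzyme with DMSO only and 100% = wells lacking PAFAH1B3 protein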
# pPAFAH FP inh = inhibitors of human plasma PAF acetylhydrolase (pPAFAH); recombinant pPAFAH, FP-rhodamine probe fluorescence polarization; inhibition, % at 3.39 µM; actives 1.5% (n = 330,000); AID 463082;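 active = inhibition above the mean inhibition across the screen plus 3 SD, cut at about 25% in these data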;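 also: inhibitors block binding of the rhodamine activity-based probe so polarization drops; 0% = enzyme with DMSO and 100% = wells lacking pPAFAH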
# PAFAH1B2 inh = blocks human PAF acetylhydrolase 1b catalytic subunit 2; P68402; recombinant PAFAH1B2, FP-rhodamine activity probe, fluorescence polarization; inhibition, % at 3.39 µM; actives 1.2% (n = 340,000); AID 492953;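 active = inhibition above the mean of all tested compounds plus 3 SD, cut at about 24% in these data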;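 also: 0% = enzyme with DMSO and 100% = wells lacking PAFAH1B2; many of its hits are not listed in these tables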
# LYPLA1 counter = LYPLA1 (human) inhibition in PME1 counter-screen; actives 0.16% (n = 320,000); O75608; inhibition, % at 5.9 µM; AID 2174; recombinant LYPLA1, FP-Rh probe fluorescence polarization;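 active = inhibition above the mean of all tested compounds plus 3 SD, set per campaign, cut at about 14% in these data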;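 also: inhibitors block serine hydrolase probe labeling of LYPLA1 so polarization falls; 0% = enzyme with DMSO and 100% = wells lacking LYPLA1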
# ZTA DNA inh = blocks Epstein-Barr virus ZTA, an EBNA-1 counter-screen; ZTA-DNA binding, fluorescence polarization; inhibition, % at 11 µM; actives 0.15% (n = 320,000); in the data active = inhibition above about 33%
# Target sequence (P03206 whole entry, looked up): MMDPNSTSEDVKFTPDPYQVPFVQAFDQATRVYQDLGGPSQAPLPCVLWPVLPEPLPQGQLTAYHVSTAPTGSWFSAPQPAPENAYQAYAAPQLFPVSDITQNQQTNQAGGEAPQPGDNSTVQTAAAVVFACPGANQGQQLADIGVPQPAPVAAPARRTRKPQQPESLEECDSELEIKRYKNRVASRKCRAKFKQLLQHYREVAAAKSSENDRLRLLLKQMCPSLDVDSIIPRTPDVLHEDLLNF
# EBNA-1 inhibitor = blocks EBNA-1 binding to DNA. EBNA-1 DNA binding, fluorescence polarization. inhibition, % at 14.8 µM. actives 0.34% (n = 300,000). AID 1950; in the data active = inhibition above about 28%
# LYPLA2 inh = counter-screen for PME1 inhibitors: inhibitors of human LYPLA2; recombinant LYPLA2, FP-Rh probe fluorescence polarization; actives 0.38% (n = 320,000); inhibition, % at 5.9 µM; O95372;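 active = inhibition above the screen-wide mean plus 3 SD, limit set per campaign, cut at about 26% in these data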;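 also: 0% = LYPLA2 with DMSO and 100% = wells lacking LYPLA2 enzyme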
# PAFAH2 FP inh = PAFAH2 (human) inhibition | AID 492956 | Q99487 | recombinant PAFAH2, FP-rhodamine activity probe, fluorescence polarization | inhibition, % at 3.39 µM | actives 0.99% (n = 340,000);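 active = inhibition above the mean over all tested compounds plus 3 SD, cut at about 30% in these data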;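 also: inhibitors block probe labeling of enzyme so polarization drops; 0% = enzyme with DMSO and 100% = wells lacking PAFAH2 protein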
# An asterisk follows results filed as active; · = not tested or not shown. Only part of the results is shown. The share of hits here may be higher or lower than overall.
SMILES,PREPL inh,PAFAH1B3 FP inh,pPAFAH FP inh,PAFAH1B2 inh,LYPLA1 counter,ZTA DNA inh,EBNA-1 inhibitor,LYPLA2 inh,PAFAH2 FP inh
Cc1ccc(NC(=S)N2CCC(O)CC2)c(C)c1,1,6,0,0,1,-9,6,4,7
O=C(O)Cc1coc(-c2ccc(F)cc2)n1,5,6,6,6,3,-19,-11,5,8
COC(=O)[C@@H](Cc1c[nH]c2ccccc12)NC(=O)CNC(=O)c1ccccc1OC,0,1,3,9,1,3,-5,-3,-3
CCN1CCN(C(=O)Nc2ccc(OC)cc2OC)CC1,-2,-5,-2,3,2,-6,0,-1,3
CSc1ccccc1NC(=O)N1CCCC(C(=O)c2ccc3c(c2)OCO3)C1 (centres undefined),-2,6,1,1,1,8,2,2,4
COc1cccc(NC(=O)C(NC2CCCC2)c2ccccc2)c1 (centres undefined),-1,6,-4,8,-8,-1,-10,-8,5
O=P(OC1CCCCC1)(OC1CCCCC1)C(O)c1c(Cl)cccc1Cl (centres undefined),22,10,16,1,6,2,7,10,-2
Cc1nnc(NC(=O)C2CCN(c3cnccn3)CC2)s1,-6,1,4,1,3,0,-1,-1,-1
NS(=O)(=O)c1ccc(N=Nc2c[nH]c(=O)c(O)c2)cc1,-1,15,9,10,-4,-8,-6,-9,9
C=CCOc1ccc(C2/C(=C(\O)c3ccc4c(c3)CC(C)O4)C(=O)C(=O)N2CCN2CCOCC2)cc1OCC (centres undefined),-5,7,9,1,1,-9,-3,8,6
C/C(=N\NC(=O)c1ccn(C)n1)c1cccc(NC(=O)c2ccc(C)s2)c1,-3,4,1,3,-1,5,1,-2,2
CCOc1cccc(OCCOc2ccc(C(=O)c3ccccc3)cc2)c1,6,-3,0,-1,7,-4,5,2,-8
CCc1nnc(NS(=O)(=O)c2ccc(Nc3ccc([N+](=O)[O-])c4nonc34)cc2)s1,5,14,15,7,5,-3,1,16,14
CCOc1ccc(-c2nc(S(=O)(=O)c3ccccc3)c(NCc3cccnc3)o2)cc1,1,7,5,1,-4,11,5,-4,3
O=C(N/N=C/C=C\c1ccco1)c1cccnc1,-1,-2,6,0,-1,7,1,4,11
COc1ccc(S(=O)(=O)N2CCC(C(=O)N[C@H](C(=O)N3CCCCCC3)C(C)C)CC2)cc1,-5,6,0,2,-4,-9,-11,2,0
COc1ccc(C(CNC(=O)c2ccc3c(c2)C(=O)N(CCC(C)C)C3=O)N2CCOCC2)cc1 (centres undefined),5,-5,7,0,0,-1,-5,7,1
Cc1nc(Nc2ccccc2)sc1C(=O)Nc1ccccc1,-3,4,-1,5,-3,2,4,-3,4
COc1ccc2oc(C(=O)OCC(=O)Nc3cccc(S(=O)(=O)N4CCOCC4)c3)c(C)c2c1,-2,-9,5,-10,-25,7,-1,-43,8
Fc1ccc(-c2cc(-c3ccccc3)nc(-n3cccn3)n2)cc1,-3,9,-2,0,-13,-9,-12,-10,3
O=C(COC(=O)C1=COCCO1)NC1CCCCC1,-10,2,2,3,-2,2,-10,-4,57*
COC(=O)c1ccc(NC(=O)c2cccc(NC(=O)c3ccccc3)c2)cc1,-1,-17,-8,-7,-15,0,-8,-29,0
Cc1ccccc1NC(=O)CC1S/C(=N/c2nccs2)N(C)C1=O (centres undefined),2,3,3,-4,7,-15,-7,8,3
CCOc1cc(CO)c(Br)cc1OCC(=O)O,7,·,4,·,3,-6,6,7,·
NC(=O)c1cc2cc(Cl)ccc2oc1=Nc1cccc(C(F)(F)F)c1,4,-2,6,-4,-1,-6,4,-5,5

# Three entries picked at random from the list so far, as already listed:
SMILES,PREPL inh,PAFAH1B3 FP inh,pPAFAH FP inh,PAFAH1B2 inh,LYPLA1 counter,ZTA DNA inh,EBNA-1 inhibitor,LYPLA2 inh,PAFAH2 FP inh
COC(=O)[C@@H](Cc1c[nH]c2ccccc12)NC(=O)CNC(=O)c1ccccc1OC,0,1,3,9,1,3,-5,-3,-3
O=C(O)Cc1coc(-c2ccc(F)cc2)n1,5,6,6,6,3,-19,-11,5,8
CCOc1cccc(OCCOc2ccc(C(=O)c3ccccc3)cc2)c1,6,-3,0,-1,7,-4,5,2,-8

# The listing continues.
SMILES,PREPL inh,PAFAH1B3 FP inh,pPAFAH FP inh,PAFAH1B2 inh,LYPLA1 counter,ZTA DNA inh,EBNA-1 inhibitor,LYPLA2 inh,PAFAH2 FP inh
CCC(C)(C)N1CC(=O)N(Cc2ccccc2)C(c2ccc(OC)cc2)C1=O (centres undefined),0,5,3,4,3,-8,-6,8,1
CCc1nnc(NC(=O)Cc2ccc(OC)cc2)s1,11,-3,4,-1,1,7,-11,0,-8
O=S(=O)(c1ccc2c(c1)oc1ccccc12)N1CCOCC1,-21,9,-3,-2,-4,20,0,-7,-3
CC(=O)c1c(Nc2cccc(F)c2)oc(C)cc1=O,18,4,-1,0,1,-5,-13,-4,8
O=C1CCN(Cc2ccccc2)N1,9,11,-5,6,-2,-14,-15,-1,-2
Cc1c(/C=N\NC(=O)c2csc3ccccc23)cnn1C,17,2,3,1,-6,-14,-8,-4,0
Cn1c(=O)c2c(nc(CN3CCN(C(=O)c4ccco4)CC3)n2CC(N)=O)n(C)c1=O,15,5,2,1,-1,-4,10,3,2
CCCc1cc(=O)[nH]c(SCC(=O)c2ccc(S(=O)(=O)N3CCCC3)cc2)n1,8,-1,4,3,1,2,-16,2,0
CC(C)NC(=O)c1ccc2c3n(nc2c1)-c1ccccc1CO3,0,12,4,4,-1,-20,11,-4,-6
NC(=O)c1cccc(C(N)=O)n1,6,9,-2,3,-5,14,2,-7,-3
CCOC(=O)c1cn(Cc2cccc(Cl)c2)c2cc(C)nn2c1=O,13,-1,-3,-1,-1,5,8,1,-3
COc1ccc(C(=O)NCCc2c[nH]c3ccccc23)cc1[N+](=O)[O-],15,7,1,5,0,3,1,14,11
N/C(=N\OC(=O)c1cc(Cl)ccc1Cl)c1ccncc1,-5,5,2,7,-4,10,7,1,-2
O=C(O)c1cccc(-n2nnnc2SCc2ccccc2Cl)c1,9,1,7,13,0,-8,10,5,10
COc1ccc(C(=O)COC(=O)CN2C(=O)C3C4CCC(C4)C3C2=O)cc1 (centres undefined),3,-3,4,2,0,-7,-5,1,-5
O=C(CCn1cnc2ccccc2c1=O)Nc1cccc(Cl)c1Cl,36,10,-3,8,-1,-4,-8,-4,5
O=C(Nc1cccc(S(=O)(=O)N2CCOCC2)c1)c1ccc2ccccc2n1,-4,-4,-2,-3,-3,-7,6,-5,2
O=C(NCC1CCCN1S(=O)(=O)c1cccs1)c1ccc([N+](=O)[O-])cc1 (centres undefined),-3,3,1,4,1,-3,10,6,7
Cc1nc(SCC(=O)O)c2oc3ccccc3c2n1,9,2,0,0,-3,-14,6,16,0
COc1ccccc1NC(=O)c1nnn(CC(=O)Nc2ccccc2)c1N,3,-6,3,4,0,9,1,-1,5
C/C(CC(=O)NCc1ccccc1Cl)=N/NC(=O)c1ccccn1,6,2,2,6,-4,6,3,0,-1
COc1ccc(-c2cc(-c3ccccc3O)[nH]n2)cc1,-13,2,-5,0,-7,3,4,-10,-8
CCN(C(=O)Cn1c(=O)oc2ccccc21)C1CCS(=O)(=O)C1 (centres undefined),-6,-3,5,0,0,-2,0,-1,-1
Cc1ccc(CCN2CC(C(=O)NCCCN3CCCCCC3)CC2=O)cc1 (centres undefined),26,2,0,6,2,7,-1,5,9
O=C(NC(=S)NC1CCCc2ccccc21)c1ccc(F)cc1 (centres undefined),1,2,1,1,-8,8,-6,-11,-6

# Just PAFAH1B3 FP inh, for some of the entries so far:
SMILES | PAFAH1B3 FP inh
CCOC(=O)c1cn(Cc2cccc(Cl)c2)c2cc(C)nn2c1=O | -1
CC(=O)c1c(Nc2cccc(F)c2)oc(C)cc1=O | 4
O=C(O)c1cccc(-n2nnnc2SCc2ccccc2Cl)c1 | 1
O=C(CCn1cnc2ccccc2c1=O)Nc1cccc(Cl)c1Cl | 10
C/C(CC(=O)NCc1ccccc1Cl)=N/NC(=O)c1ccccn1 | 2
CCC(C)(C)N1CC(=O)N(Cc2ccccc2)C(c2ccc(OC)cc2)C1=O (centres undefined) | 5

# Going on with the list.
SMILES,PREPL inh,PAFAH1B3 FP inh,pPAFAH FP inh,PAFAH1B2 inh,LYPLA1 counter,ZTA DNA inh,EBNA-1 inhibitor,LYPLA2 inh,PAFAH2 FP inh
CCOc1ccc(CN(C)C(=O)c2ccc(NS(=O)(=O)c3ccc4[nH]c(=O)[nH]c4c3)cc2)cc1,6,3,3,-2,4,-3,-8,18,3
COc1ccc(N2CCN(C(=O)c3ccc(-n4nc(C)cc4C)cc3)CC2)cc1,2,11,-3,5,-2,4,-7,41*,5
CCOc1ccc(N2CC(=O)N(c3ccc(OCC)cc3)CC2=O)cc1,-7,8,-1,-2,0,-3,3,3,-4
Oc1ccccc1-c1nc(NCc2cccnc2)c2ccccc2n1,14,7,7,4,-7,10,13,-1,13
Cc1ccc(NC(=O)c2ccc(NC(=O)C3CCCCC3C(=O)O)cc2)cc1 (centres undefined),4,7,8,0,0,10,1,2,-5
CCOC(=O)C1CCCCN1Cc1ccc(F)c(Br)c1 (centres undefined),8,6,-10,1,-4,-1,-11,-9,1
Cc1ccc(NC(=O)CN2CCc3ccccc3C2)cc1,-10,4,6,7,4,0,-5,7,1
C=CCN1C2CCCC1CC(NC(=O)Nc1cccc(C(C)=O)c1)C2 (centres undefined),5,11,-4,4,2,-15,-2,7,-12
CN1C(=O)CC(N2CCN(CCN=CC3=C(O)CC(C)(C)CC3=O)CC2)C1=O (centres undefined),-9,3,0,0,2,16,0,0,-6
CC(C)=C1SC(N2CCN(c3cccc(C)c3)CC2)=NC1=O,25,10,2,3,-1,7,8,-2,-2
Cc1ccc(O)c(NC(=O)c2noc(C(C)C)c2[N+](=O)[O-])c1,18,6,5,1,-4,-5,2,10,7
CCc1c(C)sc2nc(C(C)C)nc(SCC(=O)N3CCc4ccccc4C3)c12,12,·,2,·,-3,7,5,1,·
O=C(O)CSc1nnc(SCc2cccc3ccccc23)s1,-1,5,3,21,1,-15,13,8,-4
O=C(Nc1ccc(S(=O)(=O)NCc2ccco2)cc1)c1ccncc1,1,-3,1,6,0,6,11,-4,2
O=C(CN1C(=O)CSc2ccc(S(=O)(=O)N3CCOCC3)cc21)NCCCN1CCc2ccccc2C1,13,2,2,-2,0,-11,-9,4,1
N#Cc1ccc(CSc2nc(N)cc(=O)[nH]2)cc1,4,6,4,19,0,12,-1,-6,0
CCc1ccccc1NC(=O)CN(C)C(=O)CSc1nn(-c2ccc(F)cc2)c(=S)s1,10,-6,7,3,2,-3,5,3,2
C[C@H](CO)N1C[C@H](C)[C@@H](CN(C)C(=O)Nc2ccccc2)Oc2ccc(NC(=O)C3CC3)cc2C1=O,14,-6,3,5,·,·,·,·,4
O=[N+]([O-])c1ccc(S(=O)(=O)N2CCSC2c2ccco2)cc1 (centres undefined),10,-4,4,6,1,-24,-4,-4,1
CCCOc1ccc(CSc2nnc(CCC)n2N)cc1,10,-3,1,-2,4,5,2,2,-2
Cc1ccc(NC(=O)c2cc(C)n(-c3cccc(C)c3)c2C)cc1,1,5,71*,0,-2,1,-5,-11,-5
Cn1nc(CC(=O)Nc2cccc3ncccc23)c2ccccc2c1=O,1,6,0,2,0,3,-6,4,-2
C=CCNC(=S)NNC(=O)c1ccco1,-2,1,-4,2,1,-5,0,0,6
CC(=O)c1ccccc1NC(=O)c1ccc(N2CCCC2=O)cc1,-2,-4,1,-1,0,2,-11,4,2
CCc1ccc(/C=N/n2c(C)cc(C)c(C#N)c2=O)cc1,2,-9,1,-1,-1,21,1,13,-5
CC(=O)Nc1cc[n+](CC(=O)c2ccc(Cl)cc2)cc1,-18,·,2,·,0,-4,-6,-2,·
C=C(C)c1cccc(C(C)(C)NC(=O)Nc2ccc(C(N)=O)cc2)c1,-30,7,-1,8,-3,2,-1,-5,-4
C=CCNc1ncnc2c1cnn2-c1cccc(C)c1,0,2,0,2,-2,0,10,0,3
